Compound activity: PubChem BioAssay, several laboratories
RmlC RmlD mix: RmlC and RmlD coupled enzyme inhibitors, primary screen, biochemical, 384-well, compound mixtures, retest; inhibition, % at 5.5 µM; actives 0.39% (n = 110,000); RmlC/RmlD coupled enzyme inhibition, 384-well mixture HTS; AID 1532, 2009; in the data active = inhibition above about 30%, passing the limit was not always enough; inconclusive = no clear call, values can overlap the other calls; note: strong numbers were not always called active
HIV RNase H inh: HIV-1 RT RNase H inhibitors, primary screen, biochemical, fluorescence; actives 1.9% (n = 65,000); RT-RNase H RNA/DNA duplex cleavage; Gag-Pol polyprotein (Human immunodeficiency virus type 1 group M subtype B (isolate …; inhibition, % at 10 µM; AID 565, 2006; in the data active = inhibition above about 50%
* = called active by the depositor; ? = inconclusive; . = not tested or not shown. This is a subset; count on the stated rates, not on these rows.

SMILES | RmlC RmlD mix | HIV RNase H inh
CCCCCCn1c(COc2ccccc2F)nnc1SCC(=O)N1c2ccccc2NC(=O)C1(C)C | -7.6 | .
CCOc1ccc2[nH]c(=O)c(CN(CCO)C(=O)CC)cc2c1 | -1.1 | 2.7
CCc1ccccc1NC(=O)CCc1nc(-c2ccc(C)cc2)no1 | -15.1 | -1.9
CCOC(=O)c1c(C)[nH]c(N=Nc2ccc(C)cc2C)c1C | -9.3 | .
COc1ccc(NC(=O)c2ccc3c(c2)OCO3)cc1Cl | -13.3 | -27.1
C=CCn1c(-c2ccoc2)n[nH]c1=S | -19.1 | -18.1
Cc1ccc(N=Cc2cccc(O)c2O)c(C)c1 | 14.5 | 2.6
COc1ccc(CN(C(=O)c2ccco2)c2ccccc2)cc1 | 7.6 | .
O=C1[C@@H]2C(Cc3ccc(O)cc3)NC3(C(=O)Nc4ccc(F)cc43)[C@@H]2C(=O)N1c1ccccc1 (some centres undefined) | 9.8 | -5.6
Cc1ccc(N2CC(C(=O)NCCc3ccc(S(N)(=O)=O)cc3)CC2=O)cc1 (centres undefined) | 26.2 | -3.5
O=C(Cc1ccccc1[N+](=O)[O-])NCc1ccccc1Cl | 6.9 | .
CCCC(=O)Nc1ccc(N2CCN(C(=O)c3ccccc3C)CC2)cc1 | 11.4 | -6.9
O=C1CSCC(=O)N1c1ccccc1 | -5.3 | .
O=C(CN1C(=O)COc2ccccc21)Nc1ccc2c(c1)OCCO2 | 1.9 | 2.9
Cc1nnc(SCc2ccccc2)n1N | . | -2.2
COc1ccc(S(=O)(=O)N2CCC(C(=O)Nc3ccc(OC)c(OC)c3)CC2)cc1C | -7.0 | 1.3
CCOC(=O)c1[nH]c2ccc(OC)cc2c1NC(=O)NC(C)C | 21.6 | .
N#CC1=C2SCC(O)(c3ccccc3)N2C(=O)CC1c1ccccc1 (centres undefined) | -15.2 | -12.1
O=C(CSc1nn(-c2ccccc2)c(=S)s1)Nn1cnnc1 | . | -1.7
NC(=O)C[C@@H]1N[C@]2(C(=O)Nc3ccccc32)[C@@H]2C(=O)N(C3CCCCC3)C(=O)[C@H]12 | 4.2 | -1.9
O=C1Nc2cc(C(=O)N3CCN(Cc4ccccc4)CC3)ccc2SC1N1CCOCC1 (centres undefined) | . | -3.7
COc1ccc(N2C(=O)CSC23CCC(C(C)(C)C)CC3)cc1 (centres undefined) | 4.0 | .
O=C(CCCn1c(=O)[nH]c2ccccc2c1=O)N1CCN(c2ccccn2)CC1 | . | -10.5
O=C(O)CCc1ccc(-c2cccs2)n1NC(=O)c1ccc(Cl)cc1 | -13.1 | 34.0
COc1ccc(-n2c(-c3cnccn3)n[nH]c2=S)cc1 | -6.1 | .

Reprinted from the part before: five entries; new compounds follow.
SMILES | RmlC RmlD mix | HIV RNase H inh
O=C1Nc2cc(C(=O)N3CCN(Cc4ccccc4)CC3)ccc2SC1N1CCOCC1 (centres undefined) | . | -3.7
COc1ccc(N2C(=O)CSC23CCC(C(C)(C)C)CC3)cc1 (centres undefined) | 4.0 | .
O=C(CCCn1c(=O)[nH]c2ccccc2c1=O)N1CCN(c2ccccn2)CC1 | . | -10.5
O=C(O)CCc1ccc(-c2cccs2)n1NC(=O)c1ccc(Cl)cc1 | -13.1 | 34.0
COc1ccc(-n2c(-c3cnccn3)n[nH]c2=S)cc1 | -6.1 | .
Cc1ccc(SCCN2CCN(C)CCC2=O)cc1 | -8.4 | .
NC(=Nc1ccccc1)NC(=O)c1nc(Cl)c(N)nc1N | 12.4 | .
Cc1cc(C)n(-c2cc(Cl)cc(Cl)c2)c(=O)c1C#N | 9.3 | .
COC(=O)C1=C(c2cc3ccccc3s2)C[C@@H]2CC[C@H]1N2C(=O)NCc1ccc(C(F)(F)F)cc1 | 8.5 | .
COc1ccc(Br)cc1/C=N/NC(=O)c1ccc(COc2ccc3c(c2)CCC3)o1 | 2.5 | .
CCOC(=O)CN1C(=O)N[C@@H](c2cccc(F)c2)C(C(C)=O)=C1C | 3.6 | .
Cn1c(N)c(C(=O)Nc2ccccc2)c(=O)[nH]c1=O | 5.4 | .
Cc1cc2nc(C3CCCN(C(=S)Nc4ccccc4C)C3)[nH]c2cc1C (centres undefined) | 2.5 | .
CCOC(=O)N1CCC(NC(=O)c2cc(C(=O)NCC(OC)OC)ccc2CO)CC1 | 11.9 | .
CC(=O)c1ccc(NC(=O)N[C@@H](Cc2ccccc2)C(=O)O)cc1 | -16.5 | 7.5
COc1ccc(C2/C=C\CN(C(=O)Nc3ccccc3)CC(=O)N2Cc2ccc(F)cc2)cc1 (centres undefined) | 0.3 | .
Cc1nn(Cc2ccc(F)cc2)c(C)c1NC(=O)c1cnn2c1NC(c1ccccc1)CC2C(F)(F)F (centres undefined) | 11.1 | .
O=C(c1cc(S(=O)(=O)N2CCOCC2)ccc1F)N1CCN(Cc2ccccc2)CC1 | 20.7 | 6.5
Cc1ccc(NC(=O)c2ccc(OC(=O)c3ccco3)cc2)cc1 | -10.3 | 24.7
CC(=O)Oc1c(Cl)c(N2CCOCC2)c(OC(C)=O)c2ccccc12 | 40.5 | -1.1
O=C1CCC(C(=O)N(c2ccccc2)C2(C(=O)NC3CCCCC3)CCCCC2)N1 (centres undefined) | -9.3 | -9.2
COc1ccc(C(=O)NCCSCc2ccc(C)cc2)cc1 | -9.7 | .
CC(C)COC(=O)c1ccc2c(c1O)C(=O)c1ccccc1C2=O | -83.1 | .
CCOC(=O)C(NC(C)=O)(Nc1ccc(S(=O)(=O)Nc2nccs2)cc1)C(F)(F)F (centres undefined) | -13.8 | -3.9
CC(C)CC1NC(=O)N(CC(=O)N2CCN(S(=O)(=O)c3ccc4ccccc4c3)CC2)C1=O (centres undefined) | -13.2 | .
CC(C)(C)NC(=O)C(c1ccc(F)cc1)N(Cc1ccco1)C(=O)Cn1nnc(-c2cccs2)n1 (centres undefined) | 7.2 | .
CCOc1ccccc1NC(=O)CN(c1ccc(OC)cc1)S(=O)(=O)c1c(C)noc1C | -2.4 | -12.3
C=CCNc1nc(Nc2ccc(OC)cc2OC)nc(OCC)n1 | -17.7 | -19.7
Cc1nc(=O)c(-c2ccccc2)c(C)n1Cc1ccccc1 | -8.1 | -2.9
CCN(C(=O)c1cc2ccccc2oc1=O)c1cccc(C)c1 | 8.9 | .

Next section
SMILES | RmlC RmlD mix | HIV RNase H inh
COc1ccc(C2=NOC(C(=O)NC(C)C)C2)cc1 (centres undefined) | ? | 1.5
COc1ccc(N(CCC#N)S(=O)(=O)c2ccc(Cl)cc2)cc1 | -11.6 | .
CCC(NC(=O)Nc1nnc(C(F)(F)F)s1)(C(F)(F)F)C(F)(F)F | 6.3 | -8.7
O=C(CCNS(=O)(=O)c1cccc2nsnc12)NCc1cccs1 | 4.2 | -16.6
C=C(C)COc1ccc(-c2n[nH]c(C)c2-c2ccc(OC)cc2)c(O)c1 | 1.6 | .
CC(=O)Oc1ccc(C)cc1N1C(=O)c2ccc(C(=O)O)cc2C1=O | -2.0 | -4.5
Cn1c(/N=C/c2cc(Cl)ccc2O)nc2ccccc21 | 2.8 | -6.0
CCOc1cc(-c2noc(N)c2C(=O)OC)cc(OCC)c1OCC | . | -6.4
CCOC(=O)CN1CC23C=CC(O2)C(C(=O)NC2CCCC2)C3C1=O (centres undefined) | -11.7 | -4.4
NC(=O)c1c[nH]c2ccccc12 | 9.2 | .
CCOC(=O)c1sc(NC(=O)c2noc3c2CCCC3)c(C(=O)OCC)c1C | . | 33.0
Cc1nn(C(=O)c2cccc([N+](=O)[O-])c2)c(C)c1Sc1ccccc1 | -7.3 | .
CCC/C(=N\NC(=O)c1csc(C)c1C)c1cccs1 | -9.9 | .
O=C1c2ccccc2C(=O)N1c1cccnc1 | 1.1 | .
COc1ccccc1CNC(=O)C1CCN(Cc2nc(-c3cccc(Cl)c3)oc2C)CC1 | -6.4 | -3.6
CCN(CC)C(=O)CSc1nc2ccc(NC(=O)CSc3nnc(COc4ccccc4C)n3C)cc2s1 | -4.7 | .
Cc1cc(C=O)c(C)n1-c1ccc(N2CCOCC2)cc1 | 4.5 | .
COc1cccc(C(=O)N2CCN(C(=O)c3cccs3)CC2)c1OC | 12.0 | -8.2
CCN(CC)S(=O)(=O)c1ccc(Cl)c(C(=O)N2CCc3ccccc32)c1 | -10.7 | .
CCc1nc(N2CCN(Cc3ccc4c(c3)OCO4)CC2)c2oc3ccccc3c2n1 | 6.3 | .
OCc1cnc[nH]1 | 3.3 | -2.5
CCOC(=O)c1sc(NC(=O)Nc2ccc(Cl)cc2)nc1C | -13.8 | .
CCN1CCCC1CNc1ncnc2c1[nH]c1ccc(Cl)cc12 (centres undefined) | . | -0.3
CC1(C)OC(=O)N(Cc2ccco2)C1(C)O (centres undefined) | -9.8 | -5.0
O=C(COc1ccccc1)N(Cc1cc2ccccc2[nH]c1=O)CC1CCCO1 (centres undefined) | 11.4 | -0.7

As a short view, 7 of the compounds above.
SMILES | RmlC RmlD mix | HIV RNase H inh
COc1ccc(C2=NOC(C(=O)NC(C)C)C2)cc1 (centres undefined) | ? | 1.5
COc1ccc(N(CCC#N)S(=O)(=O)c2ccc(Cl)cc2)cc1 | -11.6 | .
CCC(NC(=O)Nc1nnc(C(F)(F)F)s1)(C(F)(F)F)C(F)(F)F | 6.3 | -8.7
O=C(CCNS(=O)(=O)c1cccc2nsnc12)NCc1cccs1 | 4.2 | -16.6
C=C(C)COc1ccc(-c2n[nH]c(C)c2-c2ccc(OC)cc2)c(O)c1 | 1.6 | .
CC(=O)Oc1ccc(C)cc1N1C(=O)c2ccc(C(=O)O)cc2C1=O | -2.0 | -4.5
Cn1c(/N=C/c2cc(Cl)ccc2O)nc2ccccc21 | 2.8 | -6.0

(further entries)
SMILES | RmlC RmlD mix | HIV RNase H inh
CC(C)CNC(=O)C1Nc2ccccc2C2C=CCC12 (centres undefined) | 4.7 | .
O=C(OCC#CCSc1nc2ccccc2o1)c1cc2ccccc2o1 | -3.5 | .
O=C(O)c1ccc(COCC(F)(F)F)cc1 | 3.9 | -7.6
O=C(CCNC(=O)Cn1cnc2ccccc2c1=O)NCCC1=CCCCC1 | -14.1 | -8.4
Oc1ccc(Cl)cc1Nc1nc(NCC2CCCO2)c2ccccc2n1 (centres undefined) | -13.1 | .
CCC(C)[C@H](NC(=O)OC(C)(C)C)C(=O)N/N=C/c1ccc2nccnc2c1 (some centres undefined) | -10.0 | .
Cc1cc(Cl)ccc1Oc1nc(-c2ccc(F)cc2)ccc1C#N | 14.1 | .
Cc1ccc(Cl)cc1N1CCN(C(=O)C2CCCN(S(=O)(=O)c3cnc[nH]3)C2)CC1 (centres undefined) | -16.0 | -9.5
Cc1ccc2nc(C)cc(NCCO)c2c1 | 4.5 | -7.1
O=C(Nc1ccc(Cl)cc1)N1CCC(c2nc(-c3ccccc3Cl)no2)CC1 | 15.2 | .
CNC(=O)COc1ccccc1C(=O)Nc1ccc2c(c1)oc1ccccc12 | -6.2 | .
Cc1ccc(S(=O)(=O)C/N=C(/NC(=S)N(c2ccccc2)c2ccccc2)c2ccccc2)cc1 | -11.1 | .
COCCn1nnnc1CN1CCN2CCCC2C1 (centres undefined) | -10.1 | -3.0
COc1cc(C2CC(=O)C=C(O)C2)cc(OC)c1OC (centres undefined) | -11.0 | 8.3
COC(=O)c1c(C(=O)OC)c2n(c1C)CCC2 | -7.1 | -13.5
[2H]c1c([2H])c([2H])c(-c2nc(N3CCCCCC3)sc2C(=O)c2ccccc2)c([2H])c1[2H] | 3.5 | .
CC(=O)Nc1ccc(C(=O)NC(CC(=O)O)c2ccc(Cl)cc2)cc1 (centres undefined) | -3.3 | .
CSc1nc(N)nc(SCC(=O)c2ccccc2)c1C#N | -56.8 | -7.0
COc1ccccc1CN(Cc1cc2cc3c(cc2[nH]c1=O)OCCO3)Cc1nnnn1Cc1ccco1 | -22.3 | .
CCOC(=O)c1cc(=O)n2[nH]c(-c3ccc(C)cc3)cc2n1 | 12.3 | -2.4
Cc1ccc(NC(=O)CCn2nc(C)cc2C)c(C)c1 | 1.7 | -5.2
Cc1ccc2c(c1)nnn2C1CCN(S(=O)(=O)c2ccc(C(=O)NC3CCCC3)cc2)CC1 | -1.5 | -91.5
CC(C)Oc1ccc(C2C(C#N)=C(N)Oc3c2c(=O)oc2ccccc32)cc1 (centres undefined) | 15.8 | .
Cc1ccc(C)c2c3c([nH]c12)-c1nonc1CC3 | -3.5 | .
Cc1csc(NC(=O)c2cccs2)n1 | 5.6 | -10.9

Individual results from above.
RmlC RmlD mix result of Cc1csc(NC(=O)c2cccs2)n1 : 5.6
RmlC RmlD mix result of Cc1ccc(NC(=O)CCn2nc(C)cc2C)c(C)c1 : 1.7

New compounds follow:
SMILES | RmlC RmlD mix | HIV RNase H inh
O=C(Nc1nc2nc(-c3ccccc3)cc(=O)n2[nH]1)c1ccccc1 | 24.7 | .
COCCCNC(=O)Cn1ncc2ccsc2c1=O | . | -1.8
CCCCOc1ccc2ccccc2c1C=O | 4.4 | .
CCc1cc2c(N[C@@H](C)C(=O)O)ncnc2s1 | . | -6.0
CCCn1nc2cc(C(=O)NCc3ccc(C)cc3)ccc2c1OC | 16.5 | .
C#CCOC(=O)c1csc2nnsc12 | 5.0 | .
CC1=C(C(N)=O)C(c2ccccc2F)NC(=O)N1 (centres undefined) | -8.5 | .
O=C(COC(=O)C12CC3CC(CC(O)(C3)C1)C2)Nc1ccccc1OC(F)F | 9.7 | 2.6
COc1ccccc1C1/C(=C(/O)c2ccc(OC(C)C)cc2)C(=O)C(=O)N1c1cc(C)on1 (centres undefined) | 12.8 | 0.6
O=C1CCCc2nc(N3CCc4ccccc43)ncc21 | -10.3 | 3.0
Cc1ccc(CNC(=O)C(Cc2ccccc2)NS(=O)(=O)c2cccs2)cc1 (centres undefined) | -9.5 | .
CCOC(=O)c1nc(-c2ccc3c(c2)OCO3)[nH]c1C | 9.9 | -2.7
O=C(NC1CCCCC1)C(c1ccco1)N(C(=O)C(F)(F)F)C1CC1 (centres undefined) | -8.8 | .
Cc1cccc(OC(=O)N2CCOCC2)c1 | 8.8 | -8.1
CC(N)Cc1c[nH]c2cc3c(cc12)OCCO3 (centres undefined) | . | 1.6
